Source: PubChem
Lmaj promast: Leishmania major promastigote growth inhibition, primary screen | Leishmania major promastigotes, resazurin fluorescence viability | inhibition, % at 10 µM | hit rate 9% among 200,000; in the data active means inhibition above about 50%;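 further: promastigotes grown with compound for 44 hours at 28 °C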
RAM network inh: inhibitors of the yeast RAM network, primary screen, dse1pr::URA3 reporter, 5-FOA selection; AID 868, 2007; inhibition, % at 50 µM; hit rate 1.8% among 190,000; S. cerevisiae dse1pr::URA3 reporter, 5-FOA growth OD615, 2 d; analog-sensitive cbk1-as2 kinase mutant strain;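 active means inhibition above a set limit, 3 SD over mean compound inhibition, cut at about 8.4% in these data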;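 further: 0% = DMSO-only wells with no growth and 100% = 10 µM 1-NA-PP1 full growth; inhibition rescues growth on 5-FOA so higher OD means more RAM inhibition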
HMGR II inh: inhibitors of E. faecalis class II HMGR, primary screen, biochemical, Enterococcus faecalis. purified E. faecalis HMGR, NADPH absorbance 340 nm kinetic. inhibition, % at 10 µM. hit rate 0.41% among 190,000;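 active means inhibition above a set limit, the median over all tested compounds plus 3 SD, cut at about 9.5% in these data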;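 further: enzyme runs in reverse so mevalonate oxidation gives rising NADPH absorbance; 0% = complete reaction with DMSO and 100% = background rate lacking mevalonate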
PMI act hi M6P: human PMI activators, high substrate, primary screen, biochemical, fluorescence intensity, near-saturating mannose 6-phosphate. coupled PMI enzyme assay, resazurin fluorescence, 20 min; stronger effect = higher value; 1 = untreated enzyme, 0 = substrate-free blank. activation factor at 20 µM. hit rate 0.34% among 190,000;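 active means activation factor of 2 or more at 20 µM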
Target sequence (P34949 whole entry, looked up): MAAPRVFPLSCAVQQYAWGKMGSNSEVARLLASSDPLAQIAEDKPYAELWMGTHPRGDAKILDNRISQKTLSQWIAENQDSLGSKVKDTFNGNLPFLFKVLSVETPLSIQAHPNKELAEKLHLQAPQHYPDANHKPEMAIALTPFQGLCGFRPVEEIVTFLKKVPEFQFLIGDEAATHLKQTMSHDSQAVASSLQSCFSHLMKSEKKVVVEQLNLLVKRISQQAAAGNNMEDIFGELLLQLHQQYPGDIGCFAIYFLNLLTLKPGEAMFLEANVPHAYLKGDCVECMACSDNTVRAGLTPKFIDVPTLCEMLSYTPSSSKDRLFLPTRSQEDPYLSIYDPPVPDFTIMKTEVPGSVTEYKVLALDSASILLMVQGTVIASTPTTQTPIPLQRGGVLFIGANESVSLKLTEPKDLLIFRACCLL
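Test system: human phosphomannose isomerase with PGI, G6PDH, diaphorase coupling enzymes; amount: 15 ng/mL PMI; incubation: enzyme reaction with compound 20 min at room temperature; technique: resorufin fluorescence (Ex 544/Em 590 nm) from resazurin via diaphorase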
S1P3 antagonist: S1P3 receptor antagonists, primary screen, cell-based. inhibition, % at 4.98 µM. CHO S1P3 NFAT-BLA reporter, FRET fluorescence, antagonist mode. hit rate 0.27% among 170,000. Sphingosine 1-phosphate receptor 3 (Homo sapiens), Q99500. AID 485, 2006;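 active means inhibition above the plate cutoff, the mean inhibition of test wells on that plate plus 3 SD, cut at about 28% in these data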;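 further: cells challenged with S1P at its EC80 of 0.8 µM; blue over green emission ratio from cleaved BLA substrate after 4 h stimulation; 0% = S1P-stimulated wells and 100% = unstimulated DMSO-only wells; some compounds past the cut are filed as inactive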
Target sequence (Q99500 whole entry, looked up): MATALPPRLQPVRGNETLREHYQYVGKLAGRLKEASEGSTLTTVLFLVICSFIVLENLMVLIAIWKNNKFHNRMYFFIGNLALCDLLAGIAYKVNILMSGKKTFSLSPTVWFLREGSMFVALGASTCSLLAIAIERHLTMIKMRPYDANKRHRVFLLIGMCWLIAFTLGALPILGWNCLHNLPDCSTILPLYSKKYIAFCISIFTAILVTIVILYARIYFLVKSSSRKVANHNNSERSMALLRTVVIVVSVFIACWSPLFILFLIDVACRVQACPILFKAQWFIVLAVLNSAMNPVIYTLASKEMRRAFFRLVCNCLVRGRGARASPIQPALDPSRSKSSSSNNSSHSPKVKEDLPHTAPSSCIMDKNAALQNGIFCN
TNAP inh noacc: human TNAP enzyme inhibitors, primary screen, biochemical, luminescent, no phosphate acceptor, uHTS; purified TNAP, CDP-star luminescence, 30 min; hit rate 0.26% among 200,000; inhibition, % at 20 µM; Alkaline phosphatase, tissue-nonspecific isozyme (Homo sapiens), P05186;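 active means tissue-nonspecific alkaline phosphatase inhibition above about 50% at 20 µM in the single-dose screen, limit read from the data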;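 further: 0% = DMSO negative control and 100% = EDTA positive control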
PMI act: activators of human PMI, primary screen, biochemical, fluorescence intensity, near-Km mannose 6-phosphate; activation factor at 20 µM; hit rate 0.005% among 190,000; purified human PMI, coupled resazurin fluorescence, 20 min; stronger effect = higher value; 1 = vehicle control, 0 substrate-free wells; AID 1214, 2008;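 active means activation factor of 2 or more at 20 µM, relative to plate controls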
TNAP inh hi DEA: human TNAP enzyme inhibitors, primary screen, biochemical, luminescent, high phosphate acceptor level, uHTS | Alkaline phosphatase, tissue-nonspecific isozyme (Homo sapiens), P05186 | AID 1135, 2008 | purified TNAP, CDP-star luminescence, 1 M DEA | inhibition, % at 20 µM | hit rate 0.03% among 200,000;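 active means over 50% inhibition of tissue-nonspecific alkaline phosphatase at 20 µM in the single-dose screen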;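 further: plate controls were DMSO wells for no effect and EDTA-quenched wells as full inhibition for full effect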
Hsp70 activator: Hsp70 transcriptional activators, primary screen, cell-based, HeLa, Hsp70 promoter luciferase, luminescence, 10 µM; hit rate 0.04% among 200,000; AID 1203, 2008; activation, % at 10 µM; HeLa Hsp70 promoter luciferase reporter; scaled: vehicle 0, proteasome-inhibitor control 100%;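 active means activation above the mean across all tested compounds plus 3 SD, cutoff set per campaign, cut at about 5.5% in these data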;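 further: 100% = MG132 at 30 µM as the positive control and 0% = DMSO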
DTT redox prof: compounds producing H2O2 with reducing agent – biochemical, NIH compound library profiling, artefact control for MLSCN library redox annotation, primary screen; activation, % at 10 µM; hit rate 0.03% among 200,000; DTT-dependent redox cycling H2O2, phenol red/HRP absorbance; 100% = 100 µM peroxide control, 0% = buffer; AID 878, 2007;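 active means activation of at least 50% relative to the plate's high and low controls in the primary single-dose screen; inactive means activation below 50%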;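 further: compound incubated with DTT at 0.8 mM final as the reducing agent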
Active calls of the source: *; . = not tested or not shown.

The opening 2 records (preview)
SMILES,HMGR II inh,TNAP inh hi DEA,RAM network inh,Lmaj promast,S1P3 antagonist,PMI act,Hsp70 activator,PMI act hi M6P,DTT redox prof,TNAP inh noacc
COc1ccccc1CNC(=O)CC(C)C,-8,-3,0.8,2,.,1,-0.2,1.1,0.0,-11
O=C(c1ccc(Cl)c(S(=O)(=O)NCc2ccco2)c1)N1CCN(c2ccccc2F)CC1,-3,-4,-0.3,4,.,1,-0.3,1,1.8,-15

Results (from the top)
SMILES,HMGR II inh,TNAP inh hi DEA,RAM network inh,Lmaj promast,S1P3 antagonist,PMI act,Hsp70 activator,PMI act hi M6P,DTT redox prof,TNAP inh noacc
COc1ccccc1CNC(=O)CC(C)C,-8,-3,0.8,2,.,1,-0.2,1.1,0.0,-11
O=C(c1ccc(Cl)c(S(=O)(=O)NCc2ccco2)c1)N1CCN(c2ccccc2F)CC1,-3,-4,-0.3,4,.,1,-0.3,1,1.8,-15
CCOC(=O)c1nnsc1NC(=O)Nc1ccc(OC)cc1,-2,-2,3.6,10,-9,1,-0.1,1,-0.3,-5
Cc1noc2ncnc(Sc3ccc(Cl)cc3)c12,-1,-9,2.3,44,.,1,-0.3,1.1,0.1,-5
COc1ccc(CNc2nc(-c3cccnc3)nn2C(=O)c2ccco2)cc1,-4,-6,1.9,-5,0,0.9,-0.1,0.9,3.0,6
Cc1oc(-c2ccc(Cl)cc2)nc1CS(=O)CC(=O)NCc1cccs1 (centres undefined),4,-6,1.3,4,.,0.9,-0.5,1,-3.3,-16
CCOC(=O)Cn1c(=O)cnc2ccccc21,-6,1,1.3,0,.,1,-0.4,1,0.3,-9
Cc1cc(C(=O)OCC(=O)c2ccc(Cl)c([N+](=O)[O-])c2)c2cccc(C)c2n1,-2,5,7.1,-2,-2,0.9,-0.2,1,-0.4,-15
Cc1c(-c2ccccc2)nc2ccccc2c1C(=O)Oc1ccc([N+](=O)[O-])cc1,-4,-5,6.3,50*,.,1,-0.1,1,-6.9,-11
CC(=O)NC(=O)c1nnn(Cc2ccccc2)c1NC(C)=O,-1,-3,1.3,-4,.,1,-0.3,1,0.1,-10
CC1CN(CC(O)COc2ccccc2C(C)(C)C)CC(C)O1 (centres undefined),1,-2,0.3,92*,19,0.9,0.0,1,2.2,-7
Cc1ccccc1NC(NC(=O)OCCn1c([N+](=O)[O-])cnc1C)C(Cl)(Cl)Cl (centres undefined),-3,-2,3.9,41,-5,1,-0.3,1,0.2,-7
COc1cccc(C2/C(=C(/O)c3cnn(-c4ccccc4)c3C)C(=O)C(=O)N2CCN(C)C)c1 (centres undefined),-5,0,0.0,-5,.,1.3,-0.4,1.3,-0.7,-6
CC(C)N1C/C(=C/c2cccnc2)C(=O)/C(=C/c2cccnc2)C1,-1,4,1.9,100*,-17,0.9,0.2,1,-0.5,-13
CC(C)CC(c1nnnn1Cc1ccccc1)N1CCC(C(N)=O)CC1 (centres undefined),0,-3,0.0,-4,.,1.1,-0.2,1.1,-1.0,-10
O=C(NCc1ccco1)c1ccc(=O)[nH]n1,-2,2,1.0,-2,.,1.2,-0.5,1.1,-1.3,8
Cc1c(NC(=O)C2CCCNC2=O)c(=O)n(-c2ccccc2)n1C (centres undefined),0,-8,1.0,-7,-9,0.8,-0.2,0.8,0.9,-8
COc1c(/C=N/NC(N)=S)c(C)nn1-c1ccccc1,-5,-9,2.6,58*,-4,1,-0.1,0.9,-0.2,-6
COc1ccc(CC(=O)Nc2ccc(S(=O)(=O)NC(C)C)cc2)cc1,-1,-6,1.1,-4,.,0.9,-0.3,1,0.1,-11
Cc1nn(C)c(Cl)c1C(=O)NCC(=O)O,0,2,1.0,0,-13,1,0.1,1,-1.1,-4
COc1ccc2c(CC(=O)Nc3ccc(N4CCOCC4)cc3)coc2c1,-1,-5,-0.1,9,8,1,-0.3,0.9,-1.6,0
S=c1[nH]nc(-c2ccc(Cl)cc2)n1Cc1ccccc1,-1,6,0.2,-4,.,0.9,-0.4,0.9,-1.2,18
COC(=O)C(C)N(c1ccc(OC)cc1)S(C)(=O)=O (centres undefined),3,-2,2.6,3,1,0.9,-0.2,0.9,-0.5,-6
CCCCOP(=O)(OCCCC)C(Nc1ccccc1)c1ccc2c(c1)OCO2 (centres undefined),-2,-4,2.4,1,22,0.8,-0.2,0.9,0.2,4
COC(=O)Nc1sc2c(c1C(=O)N1CCOCC1)CCC(C)C2 (centres undefined),-5,0,-0.9,0,-2,0.8,-0.4,0.8,0.5,-10
COc1cc(C(=O)c2ccccc2)c(OC)cc1C(=O)Nc1ccc(O)cc1,1,1,3.7,1,3,.,-0.3,.,-0.4,-2
O=C(Oc1ccccc1Cl)c1ccc(N2CCOCC2)c([N+](=O)[O-])c1,0,0,2.7,0,7,0.8,-0.4,0.9,-0.4,5
O=C(Nc1nc2ccccc2s1)c1ccc(Cl)s1,4,-7,1.7,14,18,1.1,0.3,1.1,-0.6,-26
Cc1cc(C)nc(SCC(=O)NC2=NC(=O)C(C)S2)n1 (centres undefined),-4,-3,1.5,-4,9,0.9,0.0,0.9,1.4,-18
CC(CCc1ccccc1)NC(=O)Cc1cccs1 (centres undefined),-3,-2,0.4,-4,4,0.9,-0.1,0.9,0.0,-4
CN(C(=O)COC(=O)c1cn(-c2ccccc2)nc1-c1ccccc1)C1CCS(=O)(=O)C1 (centres undefined),0,-1,1.3,-8,-13,1,0.0,0.9,-1.5,0
COc1cc(C(C)=O)ccc1Oc1ncnc2c1cnn2-c1cccc(Cl)c1,-4,3,3.6,52*,-7,1.1,-0.5,1,0.1,0
CCOc1ccc2c(c1)C(N(CCN1CCOCC1)C(=O)Nc1ccc(OC)cc1OC)CC(C)(C)O2 (centres undefined),-8,1,0.8,8,-1,1,0.4,1,-0.4,-5
Cc1ccc(S(=O)(=O)N/N=C/c2cccs2)cc1,-4,-4,1.3,-2,0,1.3,-0.3,1.1,-0.8,-17
Cc1ccnc(NC(c2ccccn2)c2c(C)[nH]c3ccccc23)c1 (centres undefined),-3,-1,1.9,74*,5,0.8,-0.2,0.7,-0.7,-11
Cc1cccc(NC(=S)N/N=C/C(C)c2ccccc2)c1C (centres undefined),-1,-4,2.0,43,0,1.2,0.1,1.1,-0.3,-47
O=C(CSC1=NCCS1)Nc1nc(-c2ccccc2)cs1,-9,-9,1.4,67*,12,0.9,0.2,0.9,-0.2,-4
Cc1noc(C)c1CSc1cc(C)c2ccccc2n1,-11,-5,1.1,1,2,1,-0.4,1,0.5,-11
Cc1cccc(OCCCn2c(=O)sc3ccccc32)c1,-3,-4,1.2,3,.,0.9,0.1,0.9,2.4,-8
COc1cc2c(cc1/C=C1/NC(=O)N(c3ccccc3)C1=O)OCO2,-4,2,4.0,13,6,1,-0.1,1,-0.4,-6
CCCCNC(=O)c1cc([N+](=O)[O-])[nH]n1,0,6,-0.1,-4,6,1,-0.4,1.1,-0.1,-7
O=C(COC(=O)CCSc1ccccc1)NCc1ccc(F)cc1,1,3,0.0,-4,-8,0.9,-0.2,0.9,0.1,-8
Cc1c2cnn(CC(=O)Nc3c(F)c(F)cc(F)c3F)c(=O)c2c(C)n1Cc1ccc(F)cc1,-3,-2,2.0,-5,-3,1,0.0,1,0.0,-7
O=P(c1ccccc1)(c1ccccc1)C(O)c1ccco1 (centres undefined),-7,-5,-0.3,-4,.,1,-0.1,1,0.0,-12
CC(/C=C/c1ccccc1)=N\NC(=O)C1CC1(C)c1ccccc1 (centres undefined),-4,0,6.1,22,.,0.9,-0.1,0.9,-0.5,-5
O=C(CN1C(=O)NC2(CCCCCCC2)C1=O)NC(=O)NCc1ccco1,-9,-5,-0.5,4,-8,1,-0.3,1,0.3,-12
CCOC(=O)c1cnc(SC)nc1N1CCCC1,-3,-6,0.0,2,-7,1,0.0,1,0.1,-9
O=C(NC(Nc1ccccn1)C(Cl)(Cl)Cl)c1ccccc1 (centres undefined),-3,-5,0.1,18,19,0.9,-0.1,0.9,-0.4,-11
Cc1nc2ncnn2c(N2CCN(S(=O)(=O)c3ccc(Br)cc3)CC2)c1C,-4,0,-0.3,-5,6,.,0.2,.,-0.3,-4
O=C(Nc1nnc(-c2ccccc2)o1)c1cccc(N2C(=O)CCC2=O)c1,-2,0,3.6,-9,1,1,-0.2,1,0.1,-4
C/C(CC(=O)Nc1ccc2c(c1)OCCO2)=N\NC(=O)c1ccccn1,5,-2,0.3,-2,-10,1,0.4,1,-0.6,-23
CC(NC(=S)Nc1ccc(S(=O)(=O)N2CCOCC2)cc1)C1CC2CCC1C2 (centres undefined),-4,0,3.3,63*,10,0.8,-0.4,0.9,-0.4,-53
